p53 reactivation: restores transcriptional activity of mutant p53 | H1299 p53-A138V BP100-luciferase reporter, luminescence, 24 h | Potency, µM (top dose mostly 92.2 µM), inactives show at the top dose activity change, positive = activation, usual class: activators | AID 504706 | 0.063% of 320,000 active; note: potency is the fitted concentration of half-maximal effect; % of control where 0% means no effect; nearly all actives have a fitted effect of over 45% in size
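p53-null H1299 cells stably carrying temperature-sensitive p53-A138V and a BP100-luciferase reporter were pinned with compounds (4-point, 1:5 series) and held 24 hrs at 37 deg C. Luminescence was read 10 min after detection reagent.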
Rab9 prom act: activates the Rab9 promoter. Huh7 Rab9 promoter-luciferase reporter, luminescence, 24 h. Potency, µM (titrated, usually from 9.22 µM), inactives show at the highest dose activation, negative = inhibition, hits mostly activators. 2.8% of 320,000 active. AID 485297; note: potency is the fitted concentration of half-maximal effect; % of control where 0% means no effect; nearly all actives have a fitted effect of over 60% in size
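Huh7 cells stably carrying a Rab9 promoter-luciferase reporter, 1500 cells per well in OP-MEM I with 10% FBS, treated with compound 24 hours at 37C. Luciferase activity read by luminescence after 10 minutes with Amplite reagent.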
Giardia kill: Giardia lamblia killing; Giardia lamblia trophozoite viability; 0.15% of 340,000 active; activity change, % at 7.66 µM, hits read low; in the data active = activity change below about -80%; inconclusive = between about -30% and that limit;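 note: parasites exposed to compound for two days anaerobically before the ATP read; % is set by controls: 0 for no effect and ±100 for the full control effect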
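Compounds were tested on trophozoites seeded at 100 cells/well and held 48 hrs at 37 deg C anaerobically. An ATP-based luminescent kit measured the remaining live cells.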
Menin-MLL TR inh: inhibitors of human menin-MLL interaction, mutant MLL peptide | 0.23% of 270,000 active | Menin + Texas Red MLL mutant peptide, fluorescence polarization | O00255 | Potency, µM (highest dose often 61.6 µM), for inactives: at the highest dose FP activity change, negative = inhibition, actives largely listed as inhibitors | AID 1768; active = well fitted inhibition curve with a large enough effect in the polarisation, with a control signal flat, not every such curve was filed as active; inconclusive = small, poorly fitted or top-dose-only effect, or effect the other way, or a change in a side signal; inactive = no such curve, though single readings can be large or run the other way; the % refers to the polarisation; note: potency is the fitted concentration of half-maximal effect; % of control where 0% means no effect; many of its hits are not listed in these tables
Target sequence (O00255 whole entry, looked up): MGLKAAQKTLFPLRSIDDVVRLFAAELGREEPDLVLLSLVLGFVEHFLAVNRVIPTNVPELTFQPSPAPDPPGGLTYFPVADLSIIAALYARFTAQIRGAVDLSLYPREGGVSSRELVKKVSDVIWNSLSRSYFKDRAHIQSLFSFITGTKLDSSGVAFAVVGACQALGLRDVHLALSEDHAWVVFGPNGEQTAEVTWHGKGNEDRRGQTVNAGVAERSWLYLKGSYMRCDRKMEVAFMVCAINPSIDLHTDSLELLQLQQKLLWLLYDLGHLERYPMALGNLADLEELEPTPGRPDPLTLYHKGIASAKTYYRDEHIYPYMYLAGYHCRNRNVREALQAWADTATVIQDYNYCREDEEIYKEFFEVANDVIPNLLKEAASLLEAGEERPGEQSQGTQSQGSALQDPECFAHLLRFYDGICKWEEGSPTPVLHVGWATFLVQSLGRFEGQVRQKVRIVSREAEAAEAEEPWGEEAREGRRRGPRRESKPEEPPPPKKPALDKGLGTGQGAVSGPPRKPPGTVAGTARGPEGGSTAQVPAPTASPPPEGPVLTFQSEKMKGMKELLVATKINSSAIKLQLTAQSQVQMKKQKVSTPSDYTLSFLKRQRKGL
FLuc counter: counter-screen for miR-21 project: firefly luciferase inhibitors or activators | 6.9% of 360,000 active | P08659 | Potency, µM (highest dose often 57.5 µM), for the others: at the top dose activity change, negative = inhibition, most hits filed as inhibitors | purified FLuc, Km substrates, luminescence inhibition;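 note: potency is the fitted concentration of half-maximal effect; plate controls were vehicle for no effect and reference inhibitor for full effect; nearly all actives have a fitted effect of over 55% in size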
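Biochemical qHTS of compounds, final roughly 60 µM downward over six points, against 10 nM purified firefly luciferase using Km concentrations of substrates (10 uM D-luciferin, 10 uM ATP) in Tris acetate pH 7.5 buffer; luminescence output.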
RORg inh: inhibitors of mouse ROR gamma transcriptional activity. P51450. Drosophila S2 Gal4-RORgamma UAS-luciferase reporter, 20 h. Potency, µM (titrated, usually from 53.6 µM), for inactives: at the highest dose activity change, negative = inhibition, actives largely listed as inhibitors. 5.4% of 310,000 active. AID 2551; note: potency is the fitted concentration of half-maximal effect; % is set by controls: 0 for no effect and ±100 for the full control effect; nearly all actives have a fitted effect of over 60% in size
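Stably transfected Drosophila Schneider cells are the test system, with ROR gamma fused to Gal4 and luciferase under UAS control; luminescence is read after 20 hr of 700 uM copper sulfate induction at ambient temperature.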
NPC1 promoter act: activators of NPC1 promoter; Huh7 NPC1 promoter luciferase reporter, 24 h; Potency, µM (top dose mostly 9.22 µM), without a hit: top-dose activation, usual class: activators; 2.4% of 320,000 active;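 note: potency is the fitted concentration of half-maximal effect; % of control where 0% means no effect; nearly all actives have a fitted effect of over 60% in size; reporter is driven by a mutant NPC1 promoter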
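Huh7 reporter cells (NPC1 promoter driving luciferase) are dosed with compound for 24 h at 37 °C, 5% CO2; luciferase detection reagent is then added and luminescence measured after 10 min at ambient temperature.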
PKM2 act: PKM2 (human) enzyme activation | purified PKM2, Kinase-Glo ATP luminescence, activation; response scale: 0% is enzyme alone, no compound | Potency, µM (highest dose often 57.5 µM), inactives show top-dose activation, hits mostly activators | 0.34% of 260,000 active; note: potency is the fitted concentration of half-maximal effect; % is set by controls: 0 for no effect and ±100 for the full control effect; nearly all actives have a fitted effect of over 55% in size
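Purified hPK-M2 (>95% pure) converted ADP (0.1 mM final) to ATP with 0.5 mM PEP in 50 mM imidazole pH7.2, KCl, MgCl2, Tween 20, BSA; 1 h at room temperature. ATP detected by Kinase-Glo luminescence.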
ELG1 genotoxic: genotoxicity induction in ELG1-luciferase HEK293T cells. HEK293T ELG1-luciferase reporter, luminescence, 16 h. Potency, µM (top dose mostly 46 µM), without a hit: top-dose activity change, positive = activation, hits mostly activators. 1.3% of 330,000 active. AID 504466; note: potency is the fitted concentration of half-maximal effect; % of control where 0% means no effect; nearly all actives have a fitted effect of over 60% in size
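16 hr compound incubation (37 °C, 5% CO2) of HEK293T cells carrying luciferase-tagged ELG1; luciferase then measured by ONE-Glo luminescence after 30 min at RT.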
VP16 counter: counter-screen for ROR gamma inhibitors: Gal4-VP16 reporter; Drosophila S2 Gal4-VP16 UAS-luciferase, luminescence, 20 h; Potency, µM (top dose mostly 53.6 µM), inactives show at the top dose activity, negative = inhibition, usual class: inhibitors; 3.5% of 310,000 active;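 note: Gal4-VP16 expression switched on by copper sulfate through the metallothionein promoter; potency is the fitted concentration of half-maximal effect; % is set by controls: 0 for no effect and ±100 for the full control effect; nearly all actives have a fitted effect of over 50% in size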
BRCA1 expr up: BRCA1 expression activation; MCF7-BRCA1-FFLuc reporter, luminescence, 48 h; response scale: scaled: vehicle 0%, 10 µM genistein 100%; Potency, µM (top dose mostly 46.1 µM), for the others: at the top dose activation, most hits filed as activators; 1.1% of 380,000 active; AID 624202; note: potency is the fitted concentration of half-maximal effect; nearly all actives have a fitted effect of over 80% in size; some results filed as inactive show a strong effect at the top dose
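Using MCF7 cells harboring a BRCA1 firefly luciferase reporter, plated 2 h before compound pinning, the screen measured luminescence after 48 h incubation. Responses were normalized to DMSO and 10 microM genistein, then fitted for concentration-effect.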
An asterisk follows results filed as active; ? = inconclusive; . = no result given; & = joins results of further samples; [ ] = remark or other dose. Unless noted, calls come from the whole dose curve; as a rule, active = well fitted curve in the direction sought with a large enough effect; inconclusive = small, poorly fitted or top-dose-only effect, or another doubt; inactive = no such curve, though single readings can be large; an effect the other way counts as inactive or inconclusive. A portion of the library; count on the stated rates, not on these rows.

Values run as follows: p53 reactivation	Rab9 prom act	Giardia kill	Menin-MLL TR inh	FLuc counter	RORg inh	NPC1 promoter act	PKM2 act	ELG1 genotoxic	VP16 counter	BRCA1 expr up
COc1ccc(Cl)cc1C(=O)Nn1cnnc1
  .	-2.4%	0.0	-0.4%	0.9%	-12.5%	-2.1%	-1.3%	-0.9%	-9.2%	1.2%
CC(Oc1ccccc1)C(=O)Nc1ccccc1F (configuration not stated)
  9.2%	-1.7%	-8.9	.	3.2%	11.5%	-2.1%	3.6%	4.3%	-1.0%	-0.9%
Nc1c(-c2ccc(Cl)cc2)cnc2c(-c3ccc(F)cc3)cnn12
  .	0.501µM*	-2.1	?	1.51µM*	-4.2%	0.562µM*	.	7.3µM*	-8.9%	?
CCOC(=O)N1CCC(NS(=O)(=O)c2cc(C(=O)OC)n(C)c2)CC1
  2.6%	-0.3%	-3.3	-9.6%	1.3%	4.3%	-6.8%	1.8%	-0.2%	-13.1%	4.1%
COc1ccc(Cl)cc1Nc1nc2ccc(C)cc2n2cnnc12
  -3.7%	-2.0%	-12.4	1.6%	-0.9%	3.0%	-1.8%	.	-3.2%	-4.7%	-37.1%
CN(CC(=O)Nc1ccccc1C(F)(F)F)C(=O)C1CCN(S(=O)(=O)c2ccc3c(c2)OCCO3)CC1
  2.6%	-8.4%	1.2	.	-0.6%	.	-6.4%	.	0.1%	.	-49.9%
Cc1ccc(NC(=O)CSCc2cc(=O)n3cc(C)sc3n2)cc1
  ?	-2.7%	-14.5	5.4%	0.8%	-0.7%	-0.4%	-2.1%[0.46 µM]	-0.1%	-1.9%	-2.0%
COc1ccc(CC(=O)NC(C)CCc2ccccc2)cc1 (configuration not stated)
  -1.8%	-0.5%	-9.7	-2.2%	-9.0%	16.8%	-0.1%	2.5%	-0.3%	10.2%	-3.9%
C/C(=N\NC(=O)Cc1cccn1C)c1cccc2ccccc12
  -5.1%	-7.2%	-8.4	6.0%	2.4%	0.8%	-2.4%	0.9%	5.3%	18.6%	-3.6%
O=C(c1ccco1)N1CCN(C(=O)C2CC2)CC1
  -2.7%	-3.9%	-7.8	-1.4%	1.2%	-7.3%	-0.3%	1.0%	-3.8%	-0.6%	1.8%
Fc1cc(F)cc(NC(=S)NN2CCOCC2)c1
  5.0%	?	2.1	-1.9%	-2.0%	10µM*	-2.3%	0.3%	-0.3%	7.4%[10 µM]	16.9%
COc1ccccc1NC(=O)Nc1nc(CC(=O)Nc2ccccc2F)cs1
  -0.3%	-0.8%	-9.1	.	1.5%	.	-0.9%	.	-5.2%	.	-38.0%
COc1ccc(C)cc1NCC(=O)Nc1ccc(C(C)(C)C)cc1
  -1.9%	-2.2%	3.5	6.0%	-11.9%	?	-2.4%	8.8%	-7.1%	1.8%	-30.6%
CN1CCN(C(=O)COCc2cc(-c3ccc4c(c3)OCO4)on2)CC1
  ?	13.8%	16.5	-2.2%	-18.4%	-5.4%	1.9%	.	9.0%	-5.9%	49.1%
CN1CCN(c2oc(-c3ccccc3Cl)nc2S(=O)(=O)c2ccccc2)CC1
  2.4%	-1.6%	-7.3	.	2.8%	-19.7%	-1.9%	8.4%	5.8%	14.2%	-20.6%
CC(C)(C)C(=O)Nc1nnc(SCC(=O)NCc2cccs2)s1
  -6.7%	2.6%	-21.2	33.8%[activator]	1.8%	4.5%	1.7%	-2.6%	-3.3%	-11.4%	-31.5%
CC(=O)Oc1ccc(OC(C)=O)c(SCCCCCCl)c1
  -10.3%	-38.8%[inhibitor]	3.9	2.7%	2.9%	?	-35.4%[inhibitor]	?	?	-6.1%[10 µM]	4.4%
Cc1ccnc(NC(=O)c2ccc(NC(=O)c3ccco3)cc2)c1
  10.7%	?	-3.4	-0.1%	10.7µM*	11.3%	3.98µM*	-0.3%	?	-12.1%	11.2µM*
O=C(CSc1nnc(-c2ccccc2)n1-c1ccc(Cl)cc1)NC1CCS(=O)(=O)C1 (configuration not stated)
  -2.6%	0.3%	-15.4	-14.0%	-23.4%	38.3%	-2.1%	0.1%	5.0%	11.9%	55.6%
COc1ccc(S(=O)(=O)N2CN(Cc3ccco3)c3nc4ccccc4nc32)cc1
  20.0%	0.4%	-9.3	1.4%	0.9%	-19.2%	1.4%	?	3.5%	-26.8%	0.1%
COC(=O)C1CCN(C(=O)[C@H](C)NC(=O)C2CC(=O)N(c3ccc(F)cc3)C2)CC1 (some centres not stated)
  2.1%	-2.4%	16.4	.	0.6%	8.5%	-3.7%	.	-0.3%	-9.2%	6.2%
O=C(NCc1ccccc1)[C@@H]1C[C@H]1[C@@H](NP(=O)(c1ccccc1)c1ccccc1)c1ccccc1
  -0.3%	-0.8%	-5.1	-8.6%&-10.2%	1.3%	29.3%&35.6%	-2.3%	-2.8%&5.4%	2.0%	5.4%&-5.6%	15.0%
O=C(/C=C\c1ccc2c(c1)OCO2)Nc1nnc(SCC(=O)OCc2ccccc2)s1
  -10.7%	-0.4%	.	?	-0.9%	-27.0%	-1.2%	-1.5%	4.7%	-0.3%	.
O=C(/C=C/c1ccccc1)NC1CC2CCCC(C1)N2Cc1ccccc1 (configuration not stated)
  3.2%	1.3%	.	.	0.2%	10.2%	-0.4%	0.0%	1.2%	9.4%	.
CCOC(=O)N1CCN(c2c(-c3ccc(C)cc3)c(=O)c2=O)CC1
  -1.6%	-4.3%	-9.6	-3.4%	1.0%	40.2%	-2.8%	-1.1%	3.8%	1.3%	11.7%
CCOc1ccc(N(CC(=O)N2CCCC2)S(=O)(=O)c2ccc(F)cc2)cc1
  0.8%	1.7%	-10.5	.	-0.7%	21.5%	-4.2%	0.9%	-2.0%	-8.2%	-9.2%
O=C(/C=C/c1ccc2c(c1)OCO2)NCCS(=O)(=O)N1CCN(c2ccc(F)cc2)CC1
  -2.4%	-1.6%	-10.6	.	-0.9%	.	-0.1%	.	-1.1%	.	-23.9%
CC(NC(=O)C(=O)N1CCOCC1)C(c1cccs1)N1CCN(c2ccc(F)cc2)CC1 (configuration not stated)
  -4.5%	2.3%	-18.8	.	-0.4%	6.9%	-20.2%	.	-2.2%	-27.3%	-2.0%
Cc1ccc(C(=O)COC(=O)COc2ccc(C)c(C)c2)cc1
  7.0%	1.4%	4.8	.	?	6.7%	-1.5%	.	2.4%	-1.9%	1.3%
COCCN(C(=O)CNC(=O)c1ccco1)C(C(=O)NC1CCCC1)c1cccs1 (configuration not stated)
  -12.9%	0.5%	17.6	4.3%	?	-6.5%	-1.9%	-3.7%	1.1%	2.2%	-9.6%
COc1ccccc1N1CCN(C(=O)CN(Cc2ccccc2)S(C)(=O)=O)CC1
  -3.6%	-4.7%	-0.3	-17.7%	2.8%[2.3 µM]	-0.1%	-3.2%	-11.2%	-12.3%	2.3%	-33.6%
CSc1cccc(NC(=S)N2CCC(N(C)C3CCCCCC3)CC2)c1
  ?	-8.0%	38.5[activator]	-14.4%	3.8%	-31.2%	-9.2%	3.0%	3.2%	-3.0%	-41.9%
CN(C)CCCNCC(=O)NN(c1ccccc1)c1ccccc1
  -5.1%	-4.6%	-0.1	.	0.3%	-1.8%	-13.3%	-0.4%	-1.4%	2.3%	-2.6%
CCOc1ccc(CCNC(=O)C2CCCN(C(=O)N(C)C)C2)cc1OCC (configuration not stated)
  -2.9%	-4.7%	4.4	9.4%	7.9%	16.3%	-3.3%	-1.2%	-2.4%	-14.5%	4.7%
O=[N+]([O-])c1ccc(COn2nnc3ccccc32)cc1
  13.6%	29.5%	?	8.6%	-2.5%	41.7%	11.8%	-1.0%	10.8%	1.6%	20.3%
S=C(NCc1ccccc1)NN1CCOCC1
  3.5%	-6.9%	31.4[activator]	2.0%	-0.7%	?	-8.9%	-10.7%	-5.4%	2.9%[10 µM]	17.6%
O=C(CN1C(=O)CSc2ccccc21)Nc1ccccc1C(=O)N1CCOCC1
  -0.5%	-4.4%	18.6	-0.6%	2.4%	-2.1%	0.3%	-4.1%	-0.1%	0.0%	-11.0%

Compound activity (PubChem BioAssay)
